Assay outcomes deposited in PubChem by Sanford-Burnham Center for Chemical Genomics.
PfGluPho inh – PfG6PD (Plasmodium falciparum) enzyme inhibition. PfGluPho enzyme, NADPH resazurin-diaphorase fluorescence. inhibition, % at 20 µM. hit rate 0.78% among 350,000. AID 504690;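 active means inhibition reaching at least a set limit at 20 µM in the primary screen, cut at about 59% in these data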;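 further: 0% = DMSO wells with substrate and 100% = DMSO wells lacking glucose-6-phosphate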
SENP8 block-1 – SENP8 (human) protease inhibition; Q96LD8; recombinant SENP8, Nedd8 substrate fluorescence; inhibition, % at 20 µM; hit rate 0.64% among 360,000; AID 602440; in the data active means inhibition mostly above about 40%, no sharp cut-off; inactive means mostly below about 27%
Target sequence (Q96LD8 whole entry, looked up): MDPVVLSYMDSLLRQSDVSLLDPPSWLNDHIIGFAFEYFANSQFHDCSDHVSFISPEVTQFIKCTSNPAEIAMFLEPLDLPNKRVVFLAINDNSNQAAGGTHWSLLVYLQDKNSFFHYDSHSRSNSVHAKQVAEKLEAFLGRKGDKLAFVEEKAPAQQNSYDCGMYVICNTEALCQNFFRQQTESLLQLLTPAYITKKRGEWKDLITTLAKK
HKDC1 inhibitor – inhibitors of human hexokinase HKDC1. Q2TB90. recombinant HKDC1, G6PDH/diaphorase resazurin coupled fluorescence. inhibition, % at 20 µM. hit rate 0.16% among 340,000. AID 493160;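 active means inhibition above about 35% when tested at 20 µM, limit read from the data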;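 further: plate controls were DMSO wells with enzyme for no effect and DMSO wells lacking enzyme for full effect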
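Incubation: 90 min at room temperature in dark / Material: recombinant HKDC1 (HK5) hexokinase enzyme, produced in-house / Quantity: enzyme 5 µg/mL final / Compound: one dose of 20 µM, 1% DMSO / Reagent: glucose and ATP substrates / Buffer or medium: Tris pH 8.0 buffer with MgCl2, Tween-20, BSA, BME / Technique: resorufin fluorescence at 613 nm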
SENP7 inh – blocks the human protease SENP7; AID 434973; inhibition, % at 5 µM; hit rate 1.5% among 330,000; recombinant SENP7, Z-RLRGG-aminoluciferin luminescence, 40 min;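 active means inhibition above about 50% at the single test dose, limit read from the data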;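 further: plate controls were DMSO with enzyme for no effect and no enzyme buffer wells for full effect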
Target sequence (Q9BQF6 706-1050 limits assumed): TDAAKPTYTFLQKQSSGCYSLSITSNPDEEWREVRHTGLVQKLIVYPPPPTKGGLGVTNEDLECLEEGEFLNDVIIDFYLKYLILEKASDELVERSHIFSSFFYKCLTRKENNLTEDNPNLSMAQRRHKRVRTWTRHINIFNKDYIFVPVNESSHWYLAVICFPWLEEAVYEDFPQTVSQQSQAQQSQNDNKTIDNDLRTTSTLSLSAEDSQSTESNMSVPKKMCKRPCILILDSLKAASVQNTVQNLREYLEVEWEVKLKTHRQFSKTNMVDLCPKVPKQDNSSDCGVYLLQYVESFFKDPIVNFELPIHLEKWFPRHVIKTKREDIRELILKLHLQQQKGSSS
SENP1 FRET inh – blocks the human SENP1 SUMO protease catalytic domain. Q9P0U3. recombinant SENP1 catalytic domain, CyPet-SUMO1-YPet FRET cleavage. inhibition, % at 10 µM. hit rate 0.21% among 360,000. AID 624204;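 active means inhibition at least 30% at 10 µM, raw YFP signal under a set limit, fluorescence ratio 0.5 to 1.5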;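 further: 0% = enzyme with DMSO and 100% = no enzyme wells; some results filed as inactive read as strong as hits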
Target sequence (Q9P0U3 419-644 limits assumed): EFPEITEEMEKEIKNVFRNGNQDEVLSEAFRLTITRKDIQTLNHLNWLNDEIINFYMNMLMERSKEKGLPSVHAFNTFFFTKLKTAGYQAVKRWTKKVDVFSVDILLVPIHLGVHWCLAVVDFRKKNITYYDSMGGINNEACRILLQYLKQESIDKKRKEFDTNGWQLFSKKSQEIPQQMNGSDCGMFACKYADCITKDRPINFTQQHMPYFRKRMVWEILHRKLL
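Controls: no-enzyme wells low, DMSO-plus-enzyme wells high control. Test system: human recombinant His6-tagged SENP1 catalytic domain enzyme. Reagent: SFCypet-SUMO1-SFYpet FRET protein substrate, 25 nM final. Doses: one dose per compound, 10 µM, 0.5% DMSO. Detection: FRET, CFP and YFP emission. Timing: 50 min reaction at room temperature.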
NLRP3 yeast inh – inhibitors of NALP3 inflammasome in yeast; Yeast reconstituted NLRP3/ASC/caspase-1, beta-gal luminescence, 24 h; inhibition, % at 10 µM; hit rate 0.39% among 330,000; AID 2825;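 active means inhibition of 50% or more; inactive means inhibition below 50%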;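 further: plate controls were induced DMSO wells for no effect and uninduced yeast grown without galactose for full effect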
SENP6 inh – inhibitors of human SENP6 protease; Q9GZR1; Recombinant SENP6 catalytic domain, aminoluciferin luminescence; inhibition, % at 10 µM; hit rate 1.8% among 330,000; AID 2599;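 active means inhibition above about 50% at the single tested dose, limit read from the data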;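 further: plate controls were DMSO wells with enzyme for no effect and DMSO wells lacking enzyme for full effect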
Apaf1 inhib – blocks human Apaf-1 apoptosome activity; O14727; reconstituted apoptosome caspase-3 activity, DEVD-Rh110 fluorescence; inhibition, % at 20 µM; hit rate 0.71% among 330,000; AID 489030; active means inhibition of at least 40% at 20 µM;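 further: plate controls were DMSO wells for no effect and DEVD-CHO caspase inhibitor wells for full effect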
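detection = Rh110 fluorescence intensity | test system = biochemical Apaf-1 apoptosome reconstitution | also added = cytochrome c and DEVD-Rh110 substrate | schedule = 30 min plus 50 min, RT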
SENP8 block-2 – blocks the human protease SENP8 | Q96LD8 | purified SENP8, Z-RLRGG-aminoluciferin cleavage, luminescence | hit rate 1.2% among 330,000 | inhibition, % at 10 µM | AID 2540; in the data active means inhibition above about 50%
* marks the source's active call; other numbers are inactive results; nt = no result given.

compound	PfGluPho inh	SENP8 block-1	HKDC1 inhibitor	SENP7 inh	SENP1 FRET inh	NLRP3 yeast inh	SENP6 inh	Apaf1 inhib	SENP8 block-2
CC(NC(=O)c1cc(F)c(F)cc1Cl)C1CC2CCC1C2 (stereo unspecified)	2	16	-2	4	-2	9	-7	6	1
CC(C)(CNC(=O)c1cccc(S(=O)(=O)NCc2ccccc2)c1)N1CCOCC1	11	10	-2	-3	3	15	-8	1	-1
NC(=O)CC(NC(=O)Cc1ccc(Br)cc1)c1ccc(NC2CCC2)c([N+](=O)[O-])c1 (stereo unspecified)	4	33	-3	4	2	7	-3	8	-3
O=C1/C(=C/c2cccs2)Cc2ccccc21	4	7	-11	92*	0	0	91*	6	84*
C=CCN1C(=O)/C(=C\c2ccc(Oc3nc(N4CCOCC4)nc(N4CCOCC4)n3)c(OC)c2)SC1=S	3	25	-4	5	3	25	-3	11	-3
NC(=O)CSc1nnc(COc2ccccc2)n1Cc1ccco1	-18	6	14	-3	0	22	-12	-4	-1
O=C(Nc1ccc(C(=O)NN2C(=O)c3ccccc3C2=O)cc1)c1ccccc1	14	16	-6	-6	1	18	-16	-10	1
CC1(C)CC2(CCO1)OC(=O)CC2C(=O)Nc1ccc(Br)cc1 (stereo unspecified)	-4	26	1	2	4	-14	3	-7	3
CCOc1ccccc1C(=O)N[C@H](C(=O)NNC(=O)c1cccs1)C(C)C	-3	16	0	9	1	11	2	-2	2
Cc1cc(NC(=O)C(C)SCC(=O)Nc2cc(C(F)(F)F)ccc2N2CCOCC2)no1 (stereo unspecified)	-2	13	-3	2	2	22	2	17	14
CC(=O)c1c(N)nc2n(c1=O)CCCCC2	9	17	-11	16	-2	24	4	-2	-10
COc1ccccc1NC(=O)CN1CCN(c2ccccc2F)CC1	-11	6	-3	-3	1	8	-8	8	4
COc1ccc(N2C(=O)CCC(C(=O)N3CCN(c4ccccn4)CC3)C2c2ccc(F)cc2)cc1 (stereo unspecified)	10	-3	-7	-5	2	-6	-15	-9	-7
Cc1ccc(S(=O)(=O)N2CCN(C(=O)c3ccc(N4CCC(C)CC4)c([N+](=O)[O-])c3)CC2)cc1	2	15	-1	nt	1	nt	nt	nt	nt
CC(Sc1ccc(Cl)cc1)C(=O)NCC1CCCO1 (stereo unspecified)	10	13	-4	-4	2	2	-10	2	8
Cc1cccc(/C(N)=N/OC(=O)CCC2CCCCC2)c1	1	11	8	32	0	-20	83*	10	-4
O=C(O)COc1c(-c2ccco2)oc2ccccc2c1=O	-32	-462	19	4	-8	-8	-8	8	-4
CC(C)CN(CCNC(=O)CN1C(=O)CSc2ccc(S(=O)(=O)N3CCOCC3)cc21)CC(C)C	4	1	-5	-2	-1	26	-8	7	5
C#CCOCCOCCOCCNc1nc(N2CCN(C(=O)Cn3cc(CCCN=C(N)N)nn3)CC2)nc(N2CCN(C(=O)[C@H]([C@@H](C)CC)n3cc(CCCCN)nn3)CC2)n1	4	24	-11	1	0	7	-17	8	-7
O=C(CCCN1C(=O)/C(=C/c2cccs2)SC1=S)NNC(=O)c1cccnc1	-9	36	0	-8	-5	4	-2	-7	-12
O=C(O)c1cc([N+](=O)[O-])c(NCCC2=CCCCC2)c([N+](=O)[O-])c1	-23	22	1	-6	5	22	-29	9	-12
CC(NC(=S)Nc1ccc(Cl)cc1Cl)C(c1cccs1)N1CCCC1 (stereo unspecified)	16	3	-1	8	4	14	-14	18	1
N#CC(C#N)=C(Nc1ccc(F)cc1)SCc1cccc(Br)c1	-18	11	4	nt	1	nt	nt	nt	nt
S=c1[nH]nc(Cc2n[nH]c(=S)n2-c2ccccc2)n1-c1ccccc1	37	14	-1	-9	0	27	0	-4	4
CC(C)CN(C(=O)CCc1ccccc1)c1c(N)n(CC(C)C)c(=O)[nH]c1=O	0	10	-16	11	0	6	2	5	9
CN(C(=O)COC(=O)c1cn(-c2ccccc2)nc1-c1ccccc1)C1CCS(=O)(=O)C1 (stereo unspecified)	-13	20	2	-9	4	-1	-23	7	-6
COc1ccc2c(c1)CCc1c(C(=O)N3CCc4ccccc4C3)noc1-2	18	-18	1	-5	1	27	-3	9	-7
CCCCn1nc2cc(C(=O)NCCc3cccs3)ccc2c1OCC	13	-486	0	3	2	19	2	3	-4
COc1ccc(CCNC(=O)CC(NC(=O)c2ccccc2Cl)c2ccccc2)cc1 (stereo unspecified)	12	13	-5	0	4	2	-13	-8	-2
O=C(c1ccc(N2CCN(C(=O)c3ccc(F)c(F)c3)CC2)cc1)c1cccc(F)c1	0	-60	8	1	1	19	1	27	2
COc1cccc(/C=C2/SC(=S)N(CC(=O)NC3C=CS(=O)(=O)C3)C2=O)c1 (stereo unspecified)	-8	5	0	-5	0	13	-12	6	-19
O=C1CN(C(=O)COC(=O)CCSc2ccccc2Cl)c2ccccc2N1	4	9	-2	-2	4	1	-11	0	0
Cc1ccc(/C=N/Nc2ncc(Cl)cc2Cl)s1	5	-83	1	-2	-19	42	-5	-7	6
CCC(Sc1nc2ccccc2s1)C(=O)Nc1cc(C)on1 (stereo unspecified)	-1	-8	0	6	4	38	2	-12	-3
COc1ccccc1CCNC(=O)c1cccc(NC(=O)CC2SC(N3CCCCC3)=NC2=O)c1 (stereo unspecified)	7	6	0	nt	-3	nt	nt	nt	nt
CC(C)(C)NC(=O)C(c1ccncc1)N(C(=O)Cn1nnc(-c2cccs2)n1)C1CCCCC1 (stereo unspecified)	-2	6	0	-13	0	-1	-21	12	-6
OCc1cn(-c2ccccc2)nc1-c1ccco1	-1	-17	-10	1	-7	27	13	-3	5
COc1ccc(/C=C/c2n[nH]c(=O)c(C#N)c2C)cc1	8	4	4	-9	16	21	-2	7	-8
COc1ccc(NC(=O)CN(C)S(=O)(=O)c2ccccc2)cc1	14	12	-10	3	1	12	-13	-1	2
COc1cccc(OCCOc2ccccc2[N+](=O)[O-])c1	21	30	-7	15	0	38	19	10	-3
COc1ccc(NC(=O)CN(C)CCOc2ccc(Cl)cc2)cc1OC	6	17	-5	1	2	23	7	3	0
CCC(Sc1nc2sc(C(=O)OC)c(C)c2c(=O)n1N)C(=O)N(CC)CC (stereo unspecified)	-5	-29	8	-1	1	4	8	7	-9
Cc1cccnc1NC(=S)NCCc1ccccc1	37	12	1	7	1	40	-16	-16	2
Cc1onc(-c2ccccc2)c1C(=O)NC(C)CCc1ccccc1 (stereo unspecified)	12	1	-5	-4	2	9	-12	7	9
CCOC(=O)C1=C(C)N(CCO)C(=O)NC1c1cccc(O)c1 (stereo unspecified)	-2	22	3	6	2	13	-16	-1	-12
Cc1nc(N2CCN(c3ccccn3)CC2)c2c(C)c(C(=O)Nc3ccc(F)c(Cl)c3)sc2n1	0	-44	2	6	-2	9	-9	11	-14
CN1CCN(c2ccc(S(=O)(=O)N3CCCCC3)cc2NC(=O)COc2ccc(F)cc2)CC1	4	-9	3	4	-7	18	-6	12	11
CCOc1ccccc1NC(=O)COC(=O)Cc1cccs1	-7	-44	-3	8	0	18	-5	7	-8
CC(=NCC1CCNCC1)C1=C(O)CC(C)(C)CC1=O	-4	12	-9	-8	-2	7	-5	3	-5
CC(C)Oc1ccc(OCCSc2nc3ccccc3n2CC(=O)O)cc1	-9	0	-6	4	-3	22	15	-7	-1
O=C(CC1N=C2c3ccccc3N=C(SCc3ccccc3Cl)N2C1=O)NCc1ccco1 (stereo unspecified)	32	-191	4	2	-14	27	-10	21	-2
COc1cccc(CN2CCN(C(=O)c3cccc4ccccc34)CC2)c1OC	-11	6	-6	-7	4	2	4	-7	-13
CCOC(=O)c1nn(-c2ccc(F)cc2)c2nc(Nc3ccccc3)cc(=O)n12	3	0	5	3	1	6	5	11	-8
CCc1nc2ccc(C(=O)N3CCN(c4cccc(C)c4C)CC3)cc2nc1CC	-10	2	5	5	1	17	-3	26	5
CCCN1C2CCCC1CC(NC(=S)Nc1cccc(C)c1)C2 (stereo unspecified)	8	6	1	0	1	10	-17	-9	-1
CCOC(=O)c1cccc(NC(=O)/C(=C\c2ccccc2)NC(=O)c2ccccc2Cl)c1	-8	3	16	5	0	12	-10	-7	2
CCCCn1nc(C(=O)N2CCc3ccccc32)c2ccccc2c1=O	-2	6	1	2	0	8	13	11	-3
COc1ccc(-c2cc(=O)[nH]c(=S)[nH]2)cc1	-15	6	-6	0	1	8	-7	-1	-13
COc1ccccc1NC(=O)c1cc[n+]([O-])cc1	-6	6	1	8	2	8	-8	-3	-14
O=c1oc(-c2ccccc2F)nc2c1cnn2-c1ccccc1	2	14	8	-8	0	6	-1	3	-5

Next section:
compound	PfGluPho inh	SENP8 block-1	HKDC1 inhibitor	SENP7 inh	SENP1 FRET inh	NLRP3 yeast inh	SENP6 inh	Apaf1 inhib	SENP8 block-2
O=C(O)Cn1nnc(COc2ccccc2)n1	-3	13	-4	10	2	19	-2	1	2
Cc1c(C(=O)Nc2cccc([N+](=O)[O-])c2)cnn1-c1ccccc1	74*	12	-1	56*	1	38	67*	11	34
CCn1c(O)c2ccc(C(=O)N=NC(=O)c3cccnc3)cc2c1O	1	11	8	9	2	17	0	2	-7
CCCNC(=O)CSc1nc(-c2cccs2)cc(C(F)(F)F)n1	-18	-61	-1	6	0	1	1	4	1
CCOC(=O)N1CCN(C(=O)c2cnn3c(C)c(Cc4ccc(C)cc4)c(C)nc23)CC1	-2	-330	-6	-9	0	11	-10	9	0
CCOC(=O)C1CCCN(C(=O)c2cc(S(=O)(=O)Nc3ccccc3OC)ccc2C)C1 (stereo unspecified)	-8	3	1	5	2	-6	-3	-15	1
CCOCC(=O)Nc1c(C(=O)OCC)oc2ccccc12	-5	-6	-13	-3	0	4	-25	1	-5
CC(C)(C)OC(=O)[C@H](Cc1ccccc1)NC(=O)c1nc[nH]c1C(=O)N1CCc2ccccc2C1	19	6	-1	25	-1	14	-19	21	-14
COc1ccc2c(Cl)c(C(=O)NCCCn3ccnc3)sc2c1Cl	-5	17	2	11	2	19	-1	5	3
Cc1cc(N(CCO)CCO)nc(-n2nc(C)cc2C)n1	-9	9	2	1	-3	8	-17	6	-9

In another format: results already given.
SMILES: CCCNC(=O)CSc1nc(-c2cccs2)cc(C(F)(F)F)n1
- PfGluPho inh: -18
- SENP8 block-1: -61
- HKDC1 inhibitor: -1
- SENP7 inh: 6
- SENP1 FRET inh: 0
- NLRP3 yeast inh: 1
- SENP6 inh: 1
- Apaf1 inhib: 4
- SENP8 block-2: 1

SMILES: CCOC(=O)N1CCN(C(=O)c2cnn3c(C)c(Cc4ccc(C)cc4)c(C)nc23)CC1
- PfGluPho inh: -2
- SENP8 block-1: -330
- HKDC1 inhibitor: -6
- SENP7 inh: -9
- SENP1 FRET inh: 0
- NLRP3 yeast inh: 11
- SENP6 inh: -10
- Apaf1 inhib: 9
- SENP8 block-2: 0

SMILES: CCOC(=O)C1CCCN(C(=O)c2cc(S(=O)(=O)Nc3ccccc3OC)ccc2C)C1 (stereo unspecified)
- PfGluPho inh: -8
- SENP8 block-1: 3
- HKDC1 inhibitor: 1
- SENP7 inh: 5
- SENP1 FRET inh: 2
- NLRP3 yeast inh: -6
- SENP6 inh: -3
- Apaf1 inhib: -15
- SENP8 block-2: 1
